# H9c2 TAG inh: inhibitors of triacylglycerol accumulation | H9c2 cells, Nile Red lipid (TAG) fluorescence; cells loaded with 200 µM oleic acid | inhibition, % at 12.5 µM | 0.66% of 230,000 active;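 active = pattern-corrected inhibition of lipid staining of at least 50% with the nuclear-stain viability signal not falling by more than 50%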;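 note: 0% = DMSO wells and 100% = triacsin C control wells; some results filed as inactive read as strong as hits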
# H9c2 TAG inh DAPI viability: also measured in H9c2 TAG inh; calls as there; DAPI nuclei signal change (viability), lower = more cytotoxic, %;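 whole-well DAPI fluorescence read on a plate reader as a viability signal; minus 50 percent equals half of cells still viable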
# Starred values were filed as active, the others as inactive.
SMILES,H9c2 TAG inh,H9c2 TAG inh DAPI viability
CCOC(=O)NC(O)C(=O)c1cccs1 (stereo not given),6,-4
COc1ccc(-n2c(SCC(=O)NCc3ccco3)nc3c([nH]c4ccccc43)c2=O)cc1,3,-11
CNS(=O)(=O)c1cccc(C(=O)OCC(=O)Nc2ccc(N3CCCCC3)cc2)c1,-1,16
COc1ccc(NS(=O)(=O)c2cc(NC(=O)CCNC(=O)c3ccco3)ccc2OC)cc1,-9,1
Cc1ccc2nc3c(cc(C(=O)NCCCn4ccnc4)n3C)c(=O)n2c1,16,128
N#Cc1ccccc1NC(=O)CSc1n[nH]c(=O)n1C1CC1,-5,-2
CCc1cc(=O)oc2c(C)c(OS(C)(=O)=O)ccc12,-22,11
O=C(c1cccs1)c1cn(CC(=O)N2CCc3ccccc3C2)c2ccccc12,8,20
Cc1ccc(Oc2nc(-c3ccccn3)nc3ccccc23)cc1,41,-8
Cc1ccc(-c2nc(N)n(S(=O)(=O)c3ccc(C)cc3)n2)cc1,-15,-2
CCOC(=O)C1=C(N)Oc2cc(O)ccc2C1c1cccc([N+](=O)[O-])c1 (stereo not given),-5,-6
OCC(O)CN(c1ccccc1)c1ccccc1 (stereo not given),-6,-6
CCC(=O)Nc1ccc2c(c1)nc1n2CCSC1,7,-7
CN(/C=C/c1c([N+](=O)[O-])c(=O)n(C)c(=O)n1C)c1ccccc1,-51,-7
COc1ccccc1NC(=O)N(C)C[C@H]1OCc2cnnn2CCCC(=O)N([C@H](C)CO)C[C@@H]1C,-7,2
CCN(CC(=O)Nc1cc(Cl)ccc1Cl)C(=O)c1ccc(-n2cccn2)cc1,-2,-14
COc1cc(OC)c(C(=O)OCC(=O)NCCc2ccccc2)cc1OC,7,-10
CSC1=N/C(=C\c2ccc3c(c2)OCO3)C(=O)S1,3,6
CCOC(=O)c1ccc(NC(=S)NCc2ccco2)cc1,-2,-1
CCOC(=O)c1cn(CC)c2cc(N3CCOCC3)c(F)cc2c1=O,7,-10
CCC(C)NC(=O)c1ccccc1-c1ccccc1C(=O)NC(C)CC (stereo not given),4,-3
COc1cc(/C=C/C(=O)O)cc(OC)c1,21,-16
CC(=O)CC(C)(C)S(=O)(=O)c1ccc(Oc2ccc(S(=O)(=O)C(C)(C)CC(C)=O)cc2)cc1,2,5
Oc1ccc(/C=N/Nc2nc(-c3cccnc3)nc3ccccc23)c(O)c1,30,-13
CCn1c(C)cc(/C=C2/SC(=S)NC2=O)c1C,-5,7

# Next structures follow:
SMILES,H9c2 TAG inh,H9c2 TAG inh DAPI viability
COc1ccc(/C=N/NC(=O)c2ccc(CSc3nncn3C)cc2)cc1OC,9,-4
Cc1cccc(N2CCN(C(=O)CSc3ccc4c(c3)OCCO4)CC2)c1C,-5,1
CCCCCCCCNS(=O)(=O)CCNCc1ccccc1OC,-11,-6
COCCSc1ccccc1C(=O)NCc1cccnc1,-2,2
COc1ccccc1N1CCN(C2CCN(C(=O)COc3ccccc3)CC2)CC1,-8,2
CCOc1ccccc1N1CCN(c2nc3ccccc3nc2C(C#N)C(=O)OC)CC1 (stereo not given),2,-2
O=C(CSc1nc2ccccc2o1)N/N=C/c1ccc(O)c(O)c1,17,-8
O=S(=O)(NCc1ccco1)c1ccc(Cl)s1,-2,7
Cc1ccc(-c2cc(-c3n[nH]c(=S)n3C)c3ccccc3n2)cc1,2,1
COCCCn1nnnc1SCC(=O)Nc1ccc2c(c1)OCCO2,4,-8
CCOC(=O)c1cnc2c(OC)cccc2c1N1CCN(c2ccc(OC)cc2)CC1,24,-16
Cc1nc2ccc(NC(=S)NCc3ccccc3)cc2nc1C,19,1
COc1cc(C(N)=O)ccc1OCc1ccccc1,-8,4
Cc1ncc(S(=O)(=O)c2ccccc2)c(-c2ccccc2Cl)n1,1,-2
CC(C)Cc1c2c([nH]c(=S)c1C#N)CCCC2,-12,4
Cc1cc(NC(=O)CN(C)S(=O)(=O)c2cccc(Cl)c2)no1,14,-8
COc1cc(NC(C)=O)ccc1-c1cc2ccccc2oc1=O,5,3
CN1CCN(c2ccc(C(=O)NC3CCCCC3)cc2[N+](=O)[O-])CC1,-9,1
CC(=O)C1C(c2ccc(O)cc2)NC(=O)NC1(O)C(F)(F)F (stereo not given),4,0
COc1ccc2c(c1)O[C@H](c1ccc3c(c1)OCO3)[C@@H](O)C2=O,17,-6
Cc1noc(C)c1-c1ccc(C(=O)Nc2ccc(C(C)C)cc2)c2occc12,23,-21
CCC(C)c1ccc2oc(-c3ccc(NC(=O)Cn4cnc5c(=O)n(C)c(=O)n(C)c54)cc3)nc2c1 (stereo not given),7,39
CN(C)CCC1CCN(c2cc(C#N)c(C#N)cc2[N+](=O)[O-])CC1,5,-3
C[C@@H]1[C@H]2CCCC[C@H]2CN(C(=O)OC(C)(C)C)[C@@H]1c1cn(Cc2ccccc2)c2ccc(F)cc12,17,2
CCc1nc2ccc(C(=O)NCCN3CCNC3=O)cn2c1N(CCC(C)C)CCN(C)C,1,3

# Next structures follow:
SMILES,H9c2 TAG inh,H9c2 TAG inh DAPI viability
O=C(O)c1ccc2c(=O)[nH]c(CN3CCOCC3)nc2c1,12,2
COc1ccc(Cl)cc1S(=O)(=O)NC(C)C(=O)NCCCn1ccnc1 (stereo not given),12,-4
c1ccc(Nc2nc(N3CCCC3)nc(N3CCOCC3)n2)cc1,29,-4
OCC[C@@H]1C[C@@H](O)[C@H](O)[C@]2(CCCO2)O1,-9,1
COc1ccc(C)cc1NC(=O)CN1C(=O)COc2ccc(C)cc21,-8,4
CCC(=O)N(Cc1ccco1)Cc1cc2cc3c(cc2[nH]c1=O)OCO3,-19,4
CC(C)Nc1ncnc2c1ncn2[C@H]1CN(Cc2ccc(F)cc2)C[C@@H](CO)O1,17,-4
CSc1ccc(CN2CCCCCC2)cc1,1,8
COc1ccc2oc(C(=O)OCC(=O)NCCc3ccccc3)c(C)c2c1,-13,3
O=C1c2ccccc2C(=O)N1CCOc1ccccc1,-3,-2
CCOc1ccc(Cc2noc3c2C(=O)CCC3)cc1OCC,12,-5
O=C(COC(=O)COc1ccc(Cl)cc1)NCc1ccc2c(c1)OCO2,-3,0
Cc1nc2ccc(C(=O)OCc3nnc(-c4ccccc4)o3)cc2nc1C,8,-2
Cc1cccc(NC(=O)C(C)Sc2ncnc3sccc23)c1 (stereo not given),-15,-8
CC(=O)c1ccc(NC(=O)COC(=O)c2c[nH]c3ccccc23)cc1,-39,3
c1ccc(-n2ncc3c(N4CCC5(CC4)OCCO5)ncnc32)cc1,-2,2
O=C(N=Nc1c(O)[nH]c2ccc([N+](=O)[O-])cc12)c1cc(-c2ccccc2Cl)nc2ccccc12,2,-5
CCOCCCn1c(=S)[nH]c2ncccc2c1=O,0,5
O=C(CSc1nnc(-c2cccnc2)o1)Nc1ccc(F)cc1,-4,7
Fc1cccc(CN2CCN(C(=S)NCCc3ccccc3)CC2)c1,-14,8
Cc1cnc(C(=O)NCC(c2ccccc2)c2ccccc2)cn1,-5,0
COc1cccc(Sc2cc(N3CCOCC3)nc(-c3ccccc3)n2)c1,39,3
COC(=O)C1(CCSC)NC(c2ccco2)C2C(=O)N(C)C(=O)C21 (stereo not given),2,3
CC1(C)CC(Cc2cccc(C(F)(F)F)c2)N(C(=O)OC(C)(C)C)C1 (stereo not given),-16,2
Cc1csc(=O)n1CCC(=O)OCC(=O)c1ccc(Br)cc1,-6,-5

# Remaining list, next part.
SMILES,H9c2 TAG inh,H9c2 TAG inh DAPI viability
CCN(CC)CCN(C(=O)C1=COCCO1)c1nc2cc(C)cc(C)c2s1,-8,3
COc1ccc(CN2C(=O)C(C)Oc3ccccc32)cc1 (stereo not given),-11,3
CCN(CC)C(=O)[C@H]1CC(CC(=O)NCc2ccc(OC)c(OC)c2)C(=O)N2CCc3c([nH]c4ccc(OC)cc34)[C@]12C (stereo not given in full),14,-7
O=c1c2ccccc2c(C=NCCCN2CCOCC2)c(O)n1Cc1ccc2c(c1)OCO2,-14,8
CC(=O)N1CCN(CC(=O)Nc2cc(S(=O)(=O)N3CCOCC3)ccc2C)CC1,7,11
COc1cc(/C=C2\SC(=S)N(CCC(=O)Nc3ccccc3)C2=O)cc(OC)c1OC,-23,-2
CCOC(=O)C1C(c2ccccc2)NC(=S)NC1(C)O (stereo not given),-2,-1
CC[C@]1(c2ccccc2)C(=O)N(C(=O)OC)N1C(=O)OC,-11,0
CCOc1ccccc1N1CCN(C(=O)c2ccccc2SCC(=O)N2CCCC2)CC1,0,4
O=C(NCCc1ccccc1)C1c2ccccc2C(=O)N1Cc1cccs1 (stereo not given),-13,8
COC(=O)C(C(=O)OC)C(C(C)C)C(C(=O)OC)C(=O)OC,6,-8
COc1ccccc1C(=O)Nc1ccc(S(=O)(=O)NC2=NCCCCC2)cc1,4,0
Cc1c(C(=O)NCc2ccc(Cl)c(Cl)c2)sc(=O)n1Cc1ccccc1F,6,-22
Cc1ccc(S(=O)(=O)N2CCCC(C(=O)N(Cc3cccs3)C3CC3)C2)cc1 (stereo not given),-9,-6
O=C1/C(=C/C=C/c2ccco2)SC(=S)N1NS(=O)(=O)c1ccccc1,12,-12
CCN(CC)S(=O)(=O)c1ccc(N2CCOCC2)c(NC(=O)c2ccc(C#N)cc2)c1,12,-8
COCCCn1nnnc1SCC(=O)N1c2ccccc2CC1C (stereo not given),9,-1
CCOC(=O)CC1C(=O)NCCN1S(=O)(=O)c1ccc(NC(C)=O)cc1 (stereo not given),10,-3
CCOc1cc(N2CCOCC2)c(OCC)cc1NC(=O)COC(=O)c1c(CC)noc1C,-1,0
COc1cc(C(C)=O)ccc1OC(C)C(=O)Nc1ccc(S(=O)(=O)N2CCCC2)cc1 (stereo not given),12,-6
CCn1nc(C)c(Br)c1-c1nc(CS(=O)(=O)c2ccc(F)cc2)no1,-18,7
C=CCN(C(=O)Nc1ccc2oc(C)nc2c1)c1ccccc1,-7,-5
Cc1ccc(SCC(=O)NC2CCS(=O)(=O)C2)cc1 (stereo not given),7,-5
Cc1nn(Cc2ccccc2)c(C)c1C(=O)N1CCN(S(=O)(=O)/C=C/c2ccccc2)CC1,-6,-13
CN(C(=S)Nc1ccc(Oc2ccccc2)cc1)C1CCCCC1,-7,7

# Additional entries
SMILES,H9c2 TAG inh,H9c2 TAG inh DAPI viability
CCN1CCN(C(=O)/C=C/c2ccc3c(c2)OCO3)CC1,10,3
CCN1CCCC1CNC(=O)CCc1nnc(CCC2CCCCC2)o1 (stereo not given),-4,12
COc1ccc(NS(=O)(=O)c2cc(NC(=O)c3cc(F)c(F)cc3Cl)ccc2N2CCOCC2)cc1,17,-10
CCCCC1(CO)C(=O)N(c2ccccc2)N(c2ccccc2)C1=O,3,-7
CCOC(=O)N1CCN(C(=O)CSc2nnc(Cc3ccccc3)o2)CC1,-9,-1
Cc1cccc(C)c1NC(=O)CSc1nnc([C@H](C)NC(=O)OC(C)(C)C)o1,-3,5
CC(C)[C@H](NC(=O)c1ccccc1)C(=O)OCC(=O)Nc1ncc(Cl)cc1Cl,-4,4
COc1ccc(CC(=O)N(C)C2CCCCC2)cc1S(=O)(=O)N1CCOCC1,0,-8
Cn1c(N)c(S(=O)(=O)c2ccc(Br)cc2)c2nc3ccccc3nc21,1,53
Cc1cccc(Nc2nc(N)c([N+](=O)[O-])c(NCCO)n2)c1,12,-2
O=C(c1cccc(Cl)c1)N1CCC(=O)N(C(COCc2cccc(Cl)c2)Cc2ccccc2)CC1 (stereo not given),2,-9
O=C(CC1S/C(=N/N=C2CCCCCC2)NC1=O)Nc1ccccc1F (stereo not given),12,3
O=C(COC(=O)c1ccco1)NCc1ccc(Cl)cc1,-1,-2
Cn1c(=O)c2c(nc(NCC3CCCO3)n2Cc2cccc(Br)c2)n(C)c1=O (stereo not given),16,-5
N#CCC(N)=C(C#N)C#N,-8,1

# Assay outcomes from PubChem.

# Only part of the results is shown, so the mix of outcomes need not match the whole.
